TLR9-MyD88 block: inhibitors of TLR9-MyD88 association in cells, primary screen, cell-based, CHO, BLA complementation, fluorescence | 340,000 compounds, 0.21% hits | inhibition, % at 4.98 µM | Toll-like receptor 9 (Homo sapiens) + Myeloid differentiation primary response protein … | CCF4 FRET ratio;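 active means inhibition above the mean over all tested compounds plus 3 SD, cut at about 21% in these data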;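 further: 0% = DMSO only wells and 100% = clavulanate BLA inhibitor control wells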
EBV LMP1 NFkB: EBV LMP1-driven NF-kappaB luciferase reporter inhibitors, primary screen, cell-based, luminescence, single point | LMP1-induced NF-kappaB luciferase reporter cells | inhibition, % at 12.5 µM | 350,000 compounds, 0.69% hits; in the data active means inhibition above about 41%;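 further: 0% = neutral control wells and 100% = reference inhibitor control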
NOD2-RIPK2 inh: NOD2-RIPK2 binding disruptors in cells, primary screen, fluorescence, CHO cells, BLA complementation; AID 624267, 2012; inhibition, % at 4.98 µM; 360,000 compounds, 0.38% hits; CCF4 ratio; in the data active means inhibition above about 21%;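 further: 0% = vehicle only and 100% = reference blocker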
Target sequence (O43353 whole entry, looked up): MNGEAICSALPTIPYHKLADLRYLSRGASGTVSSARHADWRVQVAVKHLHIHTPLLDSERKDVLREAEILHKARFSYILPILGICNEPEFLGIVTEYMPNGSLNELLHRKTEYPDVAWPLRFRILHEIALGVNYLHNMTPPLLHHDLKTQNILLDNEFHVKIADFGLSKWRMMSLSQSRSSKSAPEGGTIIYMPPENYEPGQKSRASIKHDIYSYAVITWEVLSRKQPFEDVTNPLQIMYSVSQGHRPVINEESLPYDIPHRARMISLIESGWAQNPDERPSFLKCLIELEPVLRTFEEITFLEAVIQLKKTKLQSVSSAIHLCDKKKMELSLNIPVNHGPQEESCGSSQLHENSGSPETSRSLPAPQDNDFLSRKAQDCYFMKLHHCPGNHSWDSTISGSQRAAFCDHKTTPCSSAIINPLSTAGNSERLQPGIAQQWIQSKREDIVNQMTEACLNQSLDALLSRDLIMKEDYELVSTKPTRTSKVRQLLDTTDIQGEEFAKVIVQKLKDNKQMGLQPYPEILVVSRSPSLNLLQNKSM
TWEAK Fn14 block: inhibitors of TWEAK-Fn14 signaling, primary screen, luciferase reporter cells, uHTS; TWEAK-stimulated Fn14 reporter cells, luciferase luminescence, 8 h; inhibition, % at 10 µM; 360,000 compounds, 2% hits; AID 1159606, 2016; in the data active means inhibition above about 50%
SRC2 inh: inhibition of GAL4-SRC2 driven luciferase reporter, primary screen, SRC2 inhibitor project, cell-based, luminescence | Nuclear receptor coactivator 2 (Homo sapiens), Q15596 | HEK293 GAL4-SRC2 luciferase reporter | inhibition, % at 9 µM | 370,000 compounds, 0.17% hits | AID 651957, 2012;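 active means inhibition above the mean inhibition of all tested compounds plus 3 SD, set per campaign, cut at about 52% in these data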;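 further: 0% = DMSO treated cells and 100% = cells given Gossypol at 36 µM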
COUP-TFII inh: NR2F2 transcriptional activity inhibitors, primary screen, cell-based, luciferase reporter, HEK293T, luminescence | COUP transcription factor 2 (Homo sapiens), P24468 | HEK293T NGFI-A luciferase reporter | inhibition, % at 8.6 µM | 370,000 compounds, 0.7% hits;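 active means inhibition above a per-plate cutoff, mean inhibition of test wells between control levels plus 3 SD, cut at about 38% in these data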;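 further: cells cotransfected with COUP-TFII expression vector driving the NGFI-A reporter; 0% = median of COUP-TF2 test wells and 100% = reporter-only cells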
TRAIL sens C8: viability loss with TRAIL in NB7+C8 cells, primary screen, TRAIL sensitizer project, cell-based, ATPlite luminescence; inhibition (viability loss, TRAIL sensitization), % at 10 µM; 360,000 compounds, 1% hits;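 active means compounds causing at least 50% loss of cell viability in the single-dose screen, relative to plate controls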
TROY signal inh: inhibitors of TROY-driven NF-kB signaling, primary screen, Q293 LMP1-TROYcd cells, NF-kB luciferase, uHTS. inhibition, % at 10 µM. AID 1347056, 2019. Q293 LMP1-TROYcd NF-kB luciferase reporter, 4 h. 360,000 compounds, 0.98% hits;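 active means compounds whose plate-normalised and pattern-corrected inhibition of the luciferase reporter signal at the single screening dose is 50% or more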
LRH-1 inv ag: LRH-1 (NR5A2) inverse agonists, primary screen, cell-based, luminescence, HEK293T, StAR-luciferase reporter; Nuclear receptor subfamily 5 group A member 2 (Homo sapiens), O00482; LRH-1 transfected, 24 h; inhibition, % at 3.6 µM; 360,000 compounds, 0.13% hits; AID 602396, 2012;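 active means inhibition above the mean inhibition of all tested compounds plus 3 SD, cut at about 73% in these data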;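 further: 0% = DMSO wells and 100% = reporter-only cells lacking LRH-1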
Target sequence (O00482 whole entry, looked up): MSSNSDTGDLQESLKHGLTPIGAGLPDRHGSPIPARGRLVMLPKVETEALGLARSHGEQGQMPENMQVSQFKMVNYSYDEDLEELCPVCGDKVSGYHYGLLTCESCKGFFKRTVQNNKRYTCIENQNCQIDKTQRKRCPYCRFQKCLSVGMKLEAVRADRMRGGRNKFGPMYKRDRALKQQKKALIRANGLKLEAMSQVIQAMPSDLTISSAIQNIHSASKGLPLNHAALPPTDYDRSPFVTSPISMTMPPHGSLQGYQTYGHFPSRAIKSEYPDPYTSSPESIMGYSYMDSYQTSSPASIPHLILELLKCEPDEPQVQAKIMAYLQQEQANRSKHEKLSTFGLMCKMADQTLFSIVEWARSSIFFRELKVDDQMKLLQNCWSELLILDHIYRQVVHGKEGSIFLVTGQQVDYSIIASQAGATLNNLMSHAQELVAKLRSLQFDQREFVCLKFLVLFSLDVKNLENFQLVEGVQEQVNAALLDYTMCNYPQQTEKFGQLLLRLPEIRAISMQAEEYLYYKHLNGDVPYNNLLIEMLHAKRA
SRC1 inh: SRC1 coactivator transcriptional activity inhibitors, primary screen, cell-based, luminescence. Nuclear receptor coactivator 1 (Homo sapiens), Q15788. HEK293 GAL4-SRC1 luciferase reporter. inhibition, % at 3.6 µM. 360,000 compounds, 0.12% hits;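 active means inhibition above the campaign mean plus 3 SD, with each screening campaign given its own cutoff, cut at about 60% in these data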;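 further: 0% = DMSO treated cells and 100% = gossypol at 36 µM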
SRC3 inh: SRC3 coactivator transcriptional activity inhibitors, primary screen, cell-based, luminescence; Nuclear receptor coactivator 3 (Homo sapiens), Q9Y6Q9; HEK293 GAL4-SRC3 luciferase reporter; inhibition, % at 3.6 µM; 360,000 compounds, 0.17% hits;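 active means inhibition above a per-campaign cutoff, the mean of all compounds plus 3 SD, cut at about 60% in these data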;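 further: 0% = DMSO-treated cells and 100% = gossypol-treated cells at 36 µM; higher means less SRC3-driven luciferase light from the GAL4 reporter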
The depositor's hits bear a star; x = not tested or not shown; & = joins results of further samples.

SMILES	TLR9-MyD88 block	EBV LMP1 NFkB	NOD2-RIPK2 inh	TWEAK Fn14 block	SRC2 inh	COUP-TFII inh	TRAIL sens C8	TROY signal inh	LRH-1 inv ag	SRC1 inh	SRC3 inh
CC[C@]12c3[nH]c4ccc(OC)cc4c3CCN1C(=O)C(CC(=O)NCCCN(C)C)C[C@@H]2C(=O)N1CCN(C(=O)c2ccco2)CC1 (stereo partly drawn)	-15	4	-5	-5	-21	-3	-9	-8	33	6	6
COc1ccc(OC)c(NC(=O)c2ccccc2N(Cc2ccccc2)S(C)(=O)=O)c1	-1	-1	-8	-18	-7	12	0	17	-16	9	12
COCCn1c(-c2ccc(C)cc2)nc2oc3cc(OC)ccc3c(=O)c2c1=O	-20	7	-4	-13	-19	-22	0	-3	-10	-10	17
CC1C(=O)N(Cc2cn(Cc3ccco3)nn2)CCS(=O)(=O)N1Cc1ccc(-c2ccccc2)cc1 (stereo not drawn)	-2	-1	15	28	-10	10	-3	-8	-4	-18	2
COc1ccc(NC(C)=O)cc1NS(=O)(=O)c1ccc2c(c1)OCCO2	7	4	7	4	-7	-3	8	3	22	-7	3
Clc1ccc(-c2csc(N/N=C\c3cccnc3)n2)cc1	-4	3	-9	23	-57	4	4	11	-48	-22	-15
OC(CNCC1CCCO1)Cn1c2ccccc2c2ccccc21 (stereo not drawn)	-11	-7	-1	-16	-7	-2	-22	-7	13	-33	25
O=C(NCCCN1CCCC1=O)c1cccc(Oc2ccccc2)c1	-4	-4	-6	2	10	-10	-9	-3	2	-5	2
Cc1cc(C2C(C#N)=C(N)SC(N)=C2C#N)c(C)s1	0	0	-40	-34	x	x	-19	23	0	-27	-14
COc1nc(Nc2ccccc2F)nc(OC)n1	2	3	-21	-8	2	-28	8	-8	-2	1	-16

Next section (2 carried over from the part before).
SMILES	TLR9-MyD88 block	EBV LMP1 NFkB	NOD2-RIPK2 inh	TWEAK Fn14 block	SRC2 inh	COUP-TFII inh	TRAIL sens C8	TROY signal inh	LRH-1 inv ag	SRC1 inh	SRC3 inh
Cc1cc(C2C(C#N)=C(N)SC(N)=C2C#N)c(C)s1	0	0	-40	-34	x	x	-19	23	0	-27	-14
COc1nc(Nc2ccccc2F)nc(OC)n1	2	3	-21	-8	2	-28	8	-8	-2	1	-16
Cc1ccccc1NC(=O)NCC1CCCO1 (stereo not drawn)	-8	-6	0	-18	-2	1	7	5	-6	2	-5
COC(=O)c1cccnc1-n1c(=O)c2cccnc2n(CC(=O)Nc2ccc(Br)cc2)c1=O	5	-5	-1	2	-13	17	10	6	13	-4	6
COC(=O)[C@@H](Cc1ccccc1)NC(=O)[C@H]1CCC(=O)N1C(=O)OCc1ccccc1	-7	2	-4	5	-6	-7	5	-6	0	-5	17
CC(Oc1ccccc1[N+](=O)[O-])C(=O)N/N=C/c1ccoc1 (stereo not drawn)	6	0	-6	10	-49	-26	-7	5	-1	-27	3
O=C(CN1CCCCC1)Nc1ccccc1C(=O)NC1CC1	4	2	-6	14	-18	-2	-14	-1	-16	5	-5
O=S1(=O)CC(N2CCC(c3ccccc3)CC2)CN1C1CCCCC1 (stereo not drawn)	x	x	13	-10	-29	-6	-7	-8	-3	-9	4
CC1(C)CC(=O)C=C(Nc2ccc(S(N)(=O)=O)cc2)C1	2	-6	1	17	4	-9	-3	2	-5	-14	18
CN(C)/C=C/C(=O)c1ccc(Cl)cc1Cl	-4	0	-2	29	-19	0	-1	-2	-16	-14	-7
CCOC(=O)N1CCN(S(=O)(=O)c2ccc(C(=O)Nc3ccc4c(c3)C(=O)NC4=O)cc2)CC1	3	-1	1	-24	-2	0	4	-2	18	-9	14
Cc1n[nH]c(=S)n1/N=C/c1ccc(OCc2ccc(Cl)cc2)cc1	-8	-16	-8	6	-72	-58	44	-36	-4	-63	-60
CC1CCCN(C(=O)CN2CCC(c3nc4ccc(Cl)cc4[nH]3)CC2)C1 (stereo not drawn)	-6	-1	-12	24	17	-8	-10	3	-14	-4	6
O=[N+]([O-])c1cccc(N(CC(O)CN2CCCCC2)S(=O)(=O)c2ccccc2)c1 (stereo not drawn)	-3	-7	-3	16	-26	21	-8	-4	5	-8	-10
CCOC(=O)c1ccc(N=c2sc(C(=O)OC)cc(=O)n2CCCN2CCOCC2)cc1	0&-2	14&10	-6&8	22&28	11&-2	18&2	-4&15	8&-6	0&-6	15&10	21&-9
O=C(CC1(O)C(=O)N(CCc2ccccc2)c2ccccc21)c1ccccn1 (stereo not drawn)	-10	-3	1	-15	-12	5	-7	11	2	-28	8
CCCCOc1ccc(C(=O)OCC(=O)Nc2cc(C)on2)cc1	-5	-4	-2	-12	-8	1	11	11	1	-20	17
CCOC(=O)Cc1csc(NC(=O)c2c(-c3c(Cl)cccc3Cl)noc2C)n1	-2	4	-3	2	8	0	3	16	-8	-24	3
COCCCNC(=O)C[C@@H]1C[C@@]2(C(=O)OC)CC(C)(C)CC=C2N(Cc2cccc3ccccc23)C1=O	x	x	3	x	-4	-17	7	x	7	x	x
CCCc1cc(=O)[nH]c(SCC(=O)N2CCN(S(=O)(=O)c3ccc(C)cc3C)CC2)n1	-6	4	5	12	13	13	-4	6	17	5	-4
Cc1ccc(F)c(NC(=O)c2c(-c3ccccc3)noc2C)c1	5	1	-2	-23	-12	-12	-4	-1	21	-12	8
O=C(NCCCCO)C(F)(F)C(F)(F)C(F)(F)C(=O)NCCCCO	-8	10	2	5	-3	-2	2	-1	2	-12	2
NS(=O)(=O)c1cccc(NC(=O)COC(=O)/C=C/c2nc3ccccc3s2)c1	-2	-7	-2	17	-18	-5	-20	-15	-3	-4	-30
O=c1c2ccccc2nc(SCc2nc3ccccc3s2)n1Cc1ccco1	1	5	-5	12	-9	-21	26	-17	-5	-9	7
COc1ccc(S(=O)(=O)Nc2ccc3c(c2)CC(=O)N([C@H](C)CO)C[C@H](C)[C@H](CN(C)C(=O)Nc2ccc4c(c2)OCO4)O3)cc1	7	-9	-7	0	2	5	0	-11	5	-31	-2
Cc1ccc2nc(Cl)c(C3CC(c4ccco4)=NN3S(C)(=O)=O)cc2c1 (stereo not drawn)	-4	-7	3	-40	-4	4	2	-39	-1	5	-3
CCCCn1c(N)c(N(CC)C(=O)c2cccc(F)c2)c(=O)[nH]c1=O	8	4	4	22	13	-23	-10	9	-5	7	-4
CSc1ncccc1C(=O)NCc1nnc2ccccn12	-1	-4	-2	-2	-12	9	4	-1	-10	5	42
Cc1noc(C)c1COc1ccc(CC(=O)NCc2ccccc2)cc1	1	10	-3	16	18	-40	-42	9	7	3	9
Cc1cc(N(CN2CCCC2=O)C(=O)c2ccccc2)no1	5	3	-2	-13	9	6	1	-5	-16	-16	-16
C=CCN=C(NC#N)SCc1ccccc1Cl	-2	6	-4	-27	-29	10	4	-3	2	6	-1
O=C1COc2ccc(C(=O)COC(=O)/C=C/c3cccc(F)c3)cc2N1	1	10	6	10	-11	-3	2	14	-6	8	14
Cc1cc(C)c(S(=O)(=O)NCCC2CCCN2C)c(C)c1 (stereo not drawn)	-2	-8	-1	-2	-30	-20	-3	18	-19	-1	13
Cc1cccc(NC(=O)NCCCCc2ccccc2)c1	8	-10	-7	10	-13	-17	11	-63	-11	-70	1
Cn1nc(OC(=O)Nc2cccc(Cl)c2)cc1C(F)(F)F	-1	-1	1	-27	11	-3	-1	-55	9	-25	-8
Cc1cc(C)n(C2=NS(=O)(=O)c3ccccc32)n1	6	-5	-8	-6	-21	-6	14	-6	1	-9	-3
Cc1cccc(N=C2NC(=O)CS2)c1	3	3	10	1	-19	0	7	-1	13	-8	-22
COc1cc(-n2c(=O)c3ccccc3n(Cc3cc(=O)n4ccccc4n3)c2=O)cc(OC)c1OC	-4	0	-18	7	9	-15	7	19	-15	-7	-16
O=C(CSc1ccc(-c2ccc(F)cc2)nn1)N1CCCc2ccccc21	2	-4	-13	11	5	6	-8	-13	5	2	17
C/C(=N/NC(=O)COc1cc(C)ccc1C(C)C)C(=O)O	-2	-20	-1	12	-4	-13	3	11	7	9	12
Cc1c(C(=O)NC(=S)NCc2cccnc2)oc2ccccc12	-5	-11	-2	-1	-1	4	-4	-24	0	-14	2
Cc1ccc(C(=O)N2CCC(C(=O)NC3CCCCCC3)CC2)cc1	-8	-8	-19	0	-31	-12	-6	-9	-19	-6	-21
COc1cc(C(=O)NC(=S)NCc2ccco2)cc(OC)c1OC	-4	-7	1	-6	-6	-2	-4	-1	32	16	16
CCOc1ccccc1C1C2C(=O)N(c3ccccc3)C(=O)C2ON1c1ccccc1 (stereo not drawn)	-2	-5	-8	-1	-21	-13	1	16	7	-5	-3
C/C(=N\NS(=O)(=O)c1ccc(Cl)cc1)c1ccc(NC(=O)c2ccco2)cc1	4	-12	7	0	-38	-36	-10	-42	-122	-99	-57
O=[N+]([O-])c1ccc(Nc2ccccn2)c([N+](=O)[O-])c1	-4	-2	2	-22	8	-6	-2	-2	-5	9	9
Cc1ccc(NC(=O)CNC(=O)c2ccccc2F)cc1Cl	4	-2	2	-22	-13	-21	-2	-60	-48	-29	-5
CCn1cc(C(=O)NCCCOC)c(=O)c2cc(S(=O)(=O)N3CCC(C)CC3)ccc21	-3	-8	-8	-5	-8	12	7	15	12	-33	21
C=C(C)C(=O)N1CC2(CC(c3cccc(NC(=O)c4ccccc4)c3)=NO2)C[C@@H]1C(N)=O (stereo partly drawn)	-2	-2	-6	12	5	2	-16	-7	-2	-2	-5
CC(C)Oc1ccc(CNC(=O)CCC(=O)N2CCSc3ccccc32)cc1	-23	-1	-8	-9	-1	7	12	2	5	12	7
Cc1ccccc1NC1=C(Cl)C(=O)OC1OC(=O)c1ccco1 (stereo not drawn)	-4	-6	7	25	-9	-3	-7	-7	16	-20	0
COc1ccc(-c2nnc(SCC(=O)Nc3nc4ccccc4s3)n2C)cc1	3	-9	-2	10	-6	7	-4	-7	-6	-5	18
CCOC(=O)C1(CC2CC2)CCN(S(=O)(=O)/C=C/c2ccccc2)CC1	-8	-7	-11	-9	-43	-2	4	11	-8	0	5
COC(=O)c1ccc(NC(=O)CN2CCC(NC(=O)c3ccccc3F)CC2)cc1	3	-3	-4	-2	-18	-14	0	-7	50	15	-4
O=C(Cc1ccc([N+](=O)[O-])cc1)Nc1ccon1	-8	-14	-11	3	3	-23	-12	13	-3	-6	15

These rows are one share of the data, so the mix of outcomes need not match the whole.
